RORgamma inh = ROR gamma (mouse) transcription inhibition; P51450; 5.4% of 310,000 active; AID 2551; Drosophila S2 Gal4-RORgamma UAS-luciferase reporter, 20 h; Potency, µM (top dose mostly 53.6 µM), without a hit: at the top dose activity change, negative = inhibition, most hits filed as inhibitors; also: potency is read from the fitted curve at half-maximal effect; % is scaled to controls: 0 for no effect and ±100 for the full control effect; nearly all actives have a fitted effect of over 60% in size
Target sequence (P51450 whole entry, looked up, the tested form may be a part): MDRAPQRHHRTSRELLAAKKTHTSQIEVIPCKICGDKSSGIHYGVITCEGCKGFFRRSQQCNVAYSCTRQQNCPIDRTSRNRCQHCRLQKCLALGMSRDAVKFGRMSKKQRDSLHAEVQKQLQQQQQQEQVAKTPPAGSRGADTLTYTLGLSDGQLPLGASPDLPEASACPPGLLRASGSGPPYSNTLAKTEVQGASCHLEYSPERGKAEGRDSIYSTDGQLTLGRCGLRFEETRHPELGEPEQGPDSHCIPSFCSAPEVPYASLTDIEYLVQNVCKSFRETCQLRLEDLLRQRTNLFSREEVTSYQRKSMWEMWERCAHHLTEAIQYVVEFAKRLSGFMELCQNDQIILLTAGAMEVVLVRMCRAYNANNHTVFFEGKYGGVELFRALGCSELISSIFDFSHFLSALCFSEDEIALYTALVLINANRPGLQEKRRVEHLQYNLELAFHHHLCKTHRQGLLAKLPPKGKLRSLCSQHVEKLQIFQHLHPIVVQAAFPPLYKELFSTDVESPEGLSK
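Luciferase reporter read in Schneider cells carrying Gal4-RORγ (mouse) and UAS-Photinus luciferase; cells given compound 1 h before 700 uM copper sulfate induction, then incubated 20 h at ambient temperature.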
FBPA coupling cs = counter-screen for Giardia aldolase inhibitors: coupling enzyme system; coupling enzyme system counterscreen, AmpLite Red fluorescence; activity change, negative = inhibition, % at 58.2 µM, hits read low; 0.67% of 290,000 active; in the data active = activity change below about -30%; also: % is scaled to controls: 0 for no effect and ±100 for the full control effect
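Counterscreen lacking aldolase: glyceraldehyde-3-phosphate coupling-enzyme reagent preincubated 10 min at RT with compound (at 57.5 uM final), then substrate/coupling system with AmpLite Red added; fluorescence read at 525/598 nm after 20 min RT.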
uPA surface inh = blocks generation of uPA at the cell surface. cell surface uPA generation assay, qHTS. Potency, µM (highest dose often 38.3 µM), without a hit: at the top dose activity change, negative = inhibition, usual class: inhibitors. 0.31% of 330,000 active. AID 540303; active = well fitted inhibition curve with a large enough effect; inconclusive = small, poorly fitted or top-dose-only effect; inactive = no such curve, though single readings can be large or run the other way; tested in mouse RAW 264.7 cells; also: potency is read from the fitted curve at half-maximal effect; % is scaled to controls: 0 for no effect and ±100 for the full control effect; nearly all actives have a fitted effect of over 55% in size
Tb PFK inh = blocks T. brucei phosphofructokinase | T. brucei PFK, ADP-Glo luminescence | 0.17% of 330,000 active | Potency, µM (top dose mostly 57.5 µM), without a hit: top-dose activity, negative = inhibition, actives largely listed as inhibitors;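 also: potency is read from the fitted curve at half-maximal effect; 0% = uninhibited 1x PFK enzyme wells and -100% = no-enzyme wells; nearly all actives have a fitted effect of over 60% in size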
Target sequence (O15648 whole entry, looked up): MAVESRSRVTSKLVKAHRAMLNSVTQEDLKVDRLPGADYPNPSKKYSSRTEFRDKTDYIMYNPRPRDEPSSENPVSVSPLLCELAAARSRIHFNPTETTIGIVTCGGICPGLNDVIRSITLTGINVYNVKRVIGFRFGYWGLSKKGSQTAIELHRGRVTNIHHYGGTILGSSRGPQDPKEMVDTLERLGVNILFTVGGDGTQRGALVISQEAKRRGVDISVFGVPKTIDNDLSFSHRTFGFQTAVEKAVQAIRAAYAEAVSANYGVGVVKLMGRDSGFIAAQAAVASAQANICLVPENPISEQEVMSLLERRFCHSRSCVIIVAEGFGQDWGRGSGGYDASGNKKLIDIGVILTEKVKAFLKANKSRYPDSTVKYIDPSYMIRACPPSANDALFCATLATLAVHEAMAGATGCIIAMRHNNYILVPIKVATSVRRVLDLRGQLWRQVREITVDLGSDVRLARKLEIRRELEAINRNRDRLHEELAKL
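Luminescent ADP detection (ADP-Glo, two-step: ATP depletion then ADP-to-ATP conversion for luciferase) reported PFK activity after 45 min room-temperature reaction of 1.25 nM enzyme with 0.5 mM F6P and 0.1 mM ATP at pH 8.0.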
ELG1 genotoxic = induces genotoxicity in HEK293T cells with luciferase-tagged ELG1 | HEK293T ELG1-luciferase reporter, luminescence, 16 h | Potency, µM (titrated, usually from 46 µM), without a hit: top-dose activity change, positive = activation, actives largely listed as activators | 1.3% of 330,000 active; also: potency is read from the fitted curve at half-maximal effect; % of control where 0% means no effect; nearly all actives have a fitted effect of over 60% in size
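Step 1: seed 2,000 HEK293T ELG1-luciferase cells per well. Step 2: add compound or DMSO, incubate 16 hr at 37 °C. Step 3: ONE-Glo, 30 min at room temperature, read luminescence.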
Rab9 promoter act = activators of Rab9 promoter. Huh7 Rab9 promoter-luciferase reporter, luminescence, 24 h. Potency, µM (highest dose often 9.22 µM), inactives show at the top dose activation, negative = inhibition, most hits filed as activators. 2.8% of 320,000 active; also: potency is read from the fitted curve at half-maximal effect; % of control where 0% means no effect; nearly all actives have a fitted effect of over 60% in size
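Huh7 cells stably carrying Rab9 promoter–luciferase reporter, plated 1500 cells/well, compound added after 2 h and incubated 24 h at 37 °C; luciferase luminescence then read after 10 min with detection reagent.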
KCNH2 3.1 inh = inhibitors of human KCNH2 3.1 potassium channel isoform; U2OS KCNH2 3.1, thallium flux FluxOr; hits give low values; activity change, % (tested at about 1.8 µM); 0.95% of 340,000 active; AID 720553;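 active = maximum activity change below -70%; inconclusive = maximum activity change from -70% to -50%; inactive = maximum activity change above -50%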;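 also: thallium influx rate constant from kinetic fluorescence after stimulation buffer; % is scaled to controls: 0 for no effect and ±100 for the full control effect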
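Measured as rate of thallium-driven FluxOr signal in transduced U2OS cells carrying the 3.1 channel, read kinetically for 2 min upon stimulation; values are rate constants scaled to DMSO control wells.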
Giardia kill = kills Giardia lamblia. Giardia lamblia trophozoite viability. 0.15% of 340,000 active. activity change, % at 7.66 µM, hits read low; in the data active = activity change below about -80%; inconclusive = between about -30% and that limit;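 also: parasites exposed to compound for two days anaerobically before the ATP read; % is scaled to controls: 0 for no effect and ±100 for the full control effect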
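Trophozoites 100 cells/well + cpd; 48 hrs, 37 deg C, anaerobic. ATPLite 1-Step added, 15-30 min RT, luminescence read (ATP-based viability).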
VP16 counter = inhibits Gal4-VP16 luciferase reporter, ROR gamma counter-screen; 3.5% of 310,000 active; Potency, µM (titrated, usually from 53.6 µM), inactives show at the highest dose activity, negative = inhibition, hits mostly inhibitors; Drosophila S2 Gal4-VP16 UAS-luciferase, luminescence, 20 h;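 also: Gal4-VP16 expression switched on by copper sulfate through the metallothionein promoter; potency is read from the fitted curve at half-maximal effect; % is scaled to controls: 0 for no effect and ±100 for the full control effect; nearly all actives have a fitted effect of over 50% in size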
NPC1 promoter act = activators of NPC1 promoter | Huh7 NPC1 promoter luciferase reporter, 24 h | Potency, µM (series often up to 9.22 µM), inactives show at the highest dose activation, most hits filed as activators | 2.4% of 320,000 active | AID 485313;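 also: potency is read from the fitted curve at half-maximal effect; % of control where 0% means no effect; nearly all actives have a fitted effect of over 60% in size; reporter is driven by a mutant NPC1 promoter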
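Luminescence read-out of NPC1 promoter-driven luciferase in stably transfected Huh7 cells; compounds delivered in DMSO and left 24 h at 37C, 5% CO2, qHTS titration format.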
FLuc counter = firefly luciferase modulation, counter-screen for miR-21 project. AID 588342. Potency, µM (series often up to 57.5 µM), without a hit: top-dose activity change, negative = inhibition, actives largely listed as inhibitors. 6.9% of 360,000 active. purified FLuc, Km substrates, luminescence inhibition;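 also: potency is read from the fitted curve at half-maximal effect; plate controls were vehicle for no effect and reference inhibitor for full effect; nearly all actives have a fitted effect of over 55% in size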
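Biochemical qHTS of compounds, final roughly 60 µM downward over six points, against 10 nM purified firefly luciferase using Km concentrations of substrates (10 uM D-luciferin, 10 uM ATP) in Tris acetate pH 7.5 buffer; luminescence output.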
* marks the source's active call; other numbers are inactive results; ? = inconclusive; . = not tested or not shown; & = joins results of further samples; [ ] = remark or other dose. Unless noted, calls follow the shape of the dose curve; as a rule, active = well fitted curve in the direction sought with a large enough effect; inconclusive = small, poorly fitted or top-dose-only effect, or another doubt; inactive = no such curve, though single readings can be large; an effect the other way counts as inactive or inconclusive.

Every second line gives: RORgamma inh | FBPA coupling cs | uPA surface inh | Tb PFK inh | ELG1 genotoxic | Rab9 promoter act | KCNH2 3.1 inh | Giardia kill | VP16 counter | NPC1 promoter act | FLuc counter
1: Cc1cc2nc(-c3ccc[nH]c3=O)n(Cc3ccccc3F)c2cc1C
→ 12% | 2 | -4% | 2% | 4% | 8% | -5 | 5 | 2% | -1% | -17%
2: Cn1c2c(c(=O)n(C)c1=O)C(NC(=O)C(C)(C)C)(C(F)(F)F)C(=O)N2 (centres undefined)
→ 35% | 10 | 4% | -2% | 2% | 4% | -7 | -19 | 6% | 3% | -2%
3: O=Cc1sc(=O)n(Cc2cccc(C(=O)O)c2)c1Cl
→ 8% | 14 | 0% | -4% | -1% | -2% | -19 | -2 | ? | 6% | -1%
4: Cn1c(OCc2ccco2)nc2c1c(=O)n(Cc1ccc(Cl)c(Cl)c1)c(=O)n2C
→ 15% | 8 | -6% | ? | 0% | -3% | -4 | 14 | 6% | -5% | 0%
5: Cn1ncc2c1ncn1nc(COc3ccc4ccccc4c3)nc21
→ 26% | 1 | 4% | 4% | -1% | 13% | 14 | 18 | ? | 10% | -13%
6: O=C(NCc1ccc(F)cc1)c1ccc2c(=O)n3c(nc2c1)CCCCC3
→ 40% | 1 | 16% | -9% | 0% | -3% | 2 | 23 | -7% | -1% | -8%
7: Cc1ccc(-n2ncc(C(=O)NCC3CCN(C4CCCC4)C3)c2C2CCN(C(=O)OC(C)(C)C)CC2)cc1C (centres undefined)
→ -1% | -1 | -9% | 2% | 0%[9.26 µM] | -4% | -12 | 15 | -4% | -3% | -1%
8: O=[N+]([O-])c1cc(-c2nnc(-c3ccccc3)o2)ccc1Oc1ccc(Cl)cc1
→ 45% | 4 | 2% | -2% | ? | 29% | -1 | 17 | 21% | 16% | -11%
9: Cc1c(Cl)ccc2sc(NC(=O)CN3C(=O)c4ccccc4C3=O)nc12
→ -3% | 1 | 12% | -1% | 0% | -12% | 2 | -20 | -6% | -1% | 7%
10: O=Cc1ccc(Oc2nc(Cl)ncc2F)cc1
→ -25% | 4 | 4% | -3% | 1% | 0% | -2 | -14 | 1% | -2% | -1%
11: CCOCCCNC(=O)C1CCCCN1S(=O)(=O)c1ccc(F)cc1 (centres undefined)
→ 4% | 0 | 5% | -1% | 1% | -6% | 1 | -7 | -15% | -5% | 3%
12: COc1ccc(CNS(=O)(=O)c2c(C)[nH]c(C)c2C(=O)N2CCCC2)cc1
→ -7% | . | -17% | -1% | 1% | -1% | 9 | ? | -3% | 3% | 2%
13: CC1(C)N=C(/C=N/O)CN1O
→ -12% | 8 | 1% | 2% | -4% | 6% | -8 | 25 | -6% | 14% | -2%
14: Nc1c(-c2ccc3c(c2)OCCO3)oc2ccccc2c1=O
→ 5% | -1 | . | 1% | 10µM* | ? | -16 | -19 | 7% | ? | 9.5µM*
15: CC1CCCC(C)N1S(=O)(=O)c1ccc(NC(=O)CNC2CCCC2)cc1 (centres undefined)
→ 10% | -1 | -1% | -4% | -2% | -1% | -10 | 10 | 0% | 1% | 2%
16: CCCCC(c1nnnn1CCOC)N1CCN(Cc2ccccc2)CC1 (centres undefined)
→ -5% | 6 | -1% | 6% | 2% | 1% | ? | 4 | -5% | -3% | 1%
17: O=C(/C=C/c1ccccn1)c1cc(Br)ccc1O
→ -4% | 0 | -5% | -3% | 0% | -6% | 2 | 7 | -14% | 2% | ?
18: CCN(CC)S(=O)(=O)c1cccc(C(=O)Nc2cc(C)on2)c1
→ 30% | 1 | 3% | -2% | 1% | -1% | 2 | 9 | -1% | -1% | -14%
19: COc1ccc(Cl)cc1S(=O)(=O)N1CCN(c2ccc(F)cc2)CC1
→ 3% | -1 | 0% | -14% | -3% | -9% | 4 | -5 | 6% | -4% | 0%
20: Cc1c(NC(=O)CCC(=O)N2CCOCC2)c(=O)n(-c2ccccc2)n1C
→ -47% | 4 | 1% | -6% | 3% | 1% | 11 | -3 | -9% | 0% | 4%
21: Cc1ccc(NC(=O)C(OC(=O)c2cnc(C)cn2)c2ccccc2)c([N+](=O)[O-])c1 (centres undefined)
→ -7% | . | -8% | 3% | 5% | 2% | . | -11 | 11% | 2% | 3%
22: COc1ccc(NC(=O)C(c2ccc(C)cc2)N(C)C(=O)CC2NC(=O)NC2=O)cc1 (centres undefined)
→ 10% | 2 | 15% | -4% | 2% | 7% | 8 | -14 | 0% | -1% | 0%
23: O=C1NC(NS(=O)(=O)c2ccccc2)(C(F)(F)F)C(=O)N1c1ccc(F)cc1 (centres undefined)
→ 25% | 3 | 7% | -1% | 3% | -5% | -8 | -19 | -17% | -9% | 0%&4%
24: Cc1ccc(N=Nc2ccc(O)c3ncccc23)cc1
→ 0.056µM* | -2 | -7% | 1% | ? | -2% | -4 | -4 | . | 13% | 3%
25: CC1CCN(S(=O)(=O)c2nnc(NC(=O)COc3ccccc3F)s2)CC1
→ 3% | 1 | 18% | -2% | 0% | -1% | 36 | 24 | 1% | -4% | -2%
26: COc1ccc(CCNC(=O)c2ccc(Cl)c(S(=O)(=O)N3CCCCCC3)c2)cc1
→ . | . | -13% | -1% | -12% | -30%[inhibitor] | 7 | 7 | . | -18% | 2%
27: CCOC(=O)C1=C(C)c2ccccc2N(C(=O)OC)C1(C)C(=O)OCC (centres undefined)
→ ? | 4 | ? | ? | 2% | . | . | -13 | -9% | . | .
28: Cc1cc(NC(=O)CSc2ccccn2)no1
→ 24% | 1 | -1% | 0% | -1% | 0% | -7 | -6 | -8% | -4% | -3%
29: C#CCN1C=C(C(=O)OCC)C(C)NS1(=O)=O (centres undefined)
→ . | . | 2% | -1% | 7% | . | 11 | 4 | . | . | .
30: C=C(C(=O)c1ccccc1)C(C)CC(=O)c1ccccc1 (centres undefined)
→ ? | 5 | -2% | 5% | -4% | -3% | -8 | 5 | 18µM* | -4% | -19%
31: CCC(=O)N(Cc1ccc(S(N)(=O)=O)cc1)C1CC(=O)N(c2ccc(OC)cc2)C1=O (centres undefined)
→ -33% | 1 | 14% | -2% | -1% | -3% | -8 | 0 | 2% | -3% | 1%
32: COc1ccc(NC(=O)c2[nH]c(C)c(C(C)=O)c2C)cc1S(=O)(=O)N1CCOCC1
→ -41% | 2 | -3% | 6% | ? | -2% | 14 | 6 | 20% | -2% | 3%
33: O=C(N/N=C1/SCC(=O)N1Cc1ccco1)c1ccccc1F
→ 6% | -8 | 5% | 0% | 2% | -8% | 9 | -5 | 4% | -1% | -2%
34: CCN(CC)S(=O)(=O)c1cccc(NC(=O)CCNC(=O)NC23CC4CC(CC(C4)C2)C3)c1
→ . | . | -2% | 3% | -3% | -2% | 16 | -1 | . | -3% | 4%
35: COc1ccc(-c2nc3n(n2)C(c2ccccc2Cl)C(C(N)=O)=C(C)N3)cc1 (centres undefined)
→ 29% | 3 | 10% | 1% | 11% | -1% | 1 | -26 | 4% | -2% | -1%
36: COc1cccc2sc(N3CCN(C(=O)c4ccc([N+](=O)[O-])o4)CC3)nc12
→ . | . | -10% | 0% | -2% | 11% | -13 | -87* | . | -3% | 4%
37: COc1ccc(NC(=S)N(CCCN2CCOCC2)Cc2cn(C)c3ccccc23)cc1OC
→ -13% | -1 | -4% | -1% | -3% | -2% | 7 | 12 | 0% | 2% | 8%
38: C=CCC(C(=O)NC(C)c1ccccc1)C(=O)NC(C)c1ccccc1 (centres undefined)
→ 15% | 2 | -2% | -24% | -1% | -2% | 3 | 26 | 1% | -2% | -1%
39: O=C1c2cccc3cccc(c23)C(=O)N1c1ccc2ncccc2c1
→ -45% | 4 | -7% | 4% | -3% | -2% | -3 | -17 | ? | -1% | 2%
40: CCOc1ccc(-c2nnc(SCc3nc4ccccc4[nH]3)n2N)cc1
→ -42% | -1 | -3% | 5% | 1% | -2% | 5 | -3 | 7% | 7% | -9%
41: CC(=O)Nc1ccc(C(=O)OCC(=O)N2CCN(C(=O)c3ccco3)CC2)cc1
→ . | . | 1% | -1% | -2% | -2% | 6 | ? | . | -9% | .
42: Cc1ccc(S(=O)(=O)NCCC(=O)N2CCCCCCC2)cc1
→ . | . | 1% | 8% | 2% | -3% | 13 | 7 | . | -4% | 3%
43: Cc1ccc(C(=O)NCCc2nnc3ccc(SCC(=O)Nc4ccc(C)cc4C)nn23)cc1
→ 20% | 2 | -2% | -2% | 2% | 0% | 1 | 6 | -13% | 4% | 0%

Down the list, from the results shown:
VP16 counter, entries 36 to 39, in order: ., 0%, 1%, ?
uPA surface inh, entries 36 to 39, in order: -10%, -4%, -2%, -7%
